PTHR1 agonist: agonists of human PTHR1 parathyroid hormone receptor; Q03431; HEK293 GP2 PTHR1 cells, GloSensor cAMP luminescence, 1 h; Potency, µM (top dose mostly 115 µM), without a hit: at the top dose activation, most hits filed as activators; actives 0.075% (n = 410,000); AID 743266; further: potency means the concentration at half of the fitted maximal effect; nearly all actives have a fitted effect of over 55% in size; some results filed as inactive show a strong effect at the top dose; inactives centre near -15; many of its hits are not listed in these tables
Target sequence (Q03431 whole entry, looked up): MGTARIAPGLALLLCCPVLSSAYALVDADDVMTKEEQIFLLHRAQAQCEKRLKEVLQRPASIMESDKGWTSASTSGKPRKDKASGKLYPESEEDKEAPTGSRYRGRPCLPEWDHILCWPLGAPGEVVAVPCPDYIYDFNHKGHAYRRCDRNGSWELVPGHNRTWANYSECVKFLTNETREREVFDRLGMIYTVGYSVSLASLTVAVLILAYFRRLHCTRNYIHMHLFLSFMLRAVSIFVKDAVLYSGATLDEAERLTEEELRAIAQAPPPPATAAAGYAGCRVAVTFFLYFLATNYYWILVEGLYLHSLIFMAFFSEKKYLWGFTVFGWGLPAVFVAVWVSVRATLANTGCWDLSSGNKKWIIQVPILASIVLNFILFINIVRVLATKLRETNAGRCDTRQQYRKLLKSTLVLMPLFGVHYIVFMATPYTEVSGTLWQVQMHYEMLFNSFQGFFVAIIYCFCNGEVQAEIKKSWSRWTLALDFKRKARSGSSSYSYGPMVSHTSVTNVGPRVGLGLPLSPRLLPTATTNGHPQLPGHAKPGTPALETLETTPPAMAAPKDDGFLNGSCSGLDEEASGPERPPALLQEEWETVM
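HEK-293-derived GP2 cells expressing PTHR1 and a GloSensor cAMP reporter, 3,000/well, plated overnight, given luciferin plus IBMX (each 0.5 mM as added) for 1 h at 37 °C, then compound for 1 h at 37 °C. Luminescence was read after 15 min at room temperature.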
EPAC2 antag: antagonists of human EPAC2 | Q8WZA2 | EPAC2 GEF exchange of Rap1B-BODIPY-GDP, fluorescence | actives 0.18% (n = 360,000) | Potency, µM (highest dose often 114 µM), for the others: at the highest dose activity, negative = inhibition, most hits filed as inhibitors; further: potency means the concentration at half of the fitted maximal effect; on the % scale 0 is the no-effect control and ±100 the full control effect; nearly all actives have a fitted effect of over 45% in size; many of its hits are not listed in these tables
CCT modulator: modulators of cytosolic chaperonin (CCT/TRiC) activity; purified chaperonin ATPase assay, HTRF ADP detection, 30 min; activity change, % (concentration not given with the values), hits read low; actives 0.3% (n = 360,000); in the data active means activity change below about -30%; further: on the % scale 0 is the no-effect control and ±100 the full control effect
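First, chaperonin was dispensed at 40 nM or 20 nM final depending on batch activity. Next, compounds were pinned at 76 uM and ATP added at 10 uM. After 30 min at 37 °C, ADP detection reagents ran 30 min at ambient temperature.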
Mm-Cpn inhibitor: inhibitors of Methanococcus maripaludis chaperonin (MmCpn) | purified Mm-Cpn ATPase, ADP Transcreener TR-FRET | Potency, µM (top dose mostly 76.9 µM), inactives show at the top dose activity, negative = inhibition, actives largely listed as inhibitors | actives 0.031% (n = 330,000) | AID 504842; further: potency means the concentration at half of the fitted maximal effect; on the % scale 0 is the no-effect control and ±100 the full control effect; nearly all actives have a fitted effect of over 80% in size
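Eu-cryptate anti-ADP/ADP-d2 competition gives a ratio inversely related to ADP. Enzyme at 25 nM was pre-exposed to compound for 10 min, then given 10 uM ATP for 30 min, 37°C throughout.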
Akt phos inh: inhibitors of Akt phosphorylation; Neuro2A IGF-stimulated pAkt S473 HTRF, 20 min; hits give low values; activity change, % for hits at 50 µM; actives 0.32% (n = 360,000); in the data active means activity change below about -80%; inconclusive means mostly about -51% to -80%; further: on the % scale 0 is the no-effect control and ±100 the full control effect
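Single-point screen (50 µM final compound) in Neuro2A cells stimulated 20 min with 6 nM IGF at 37 deg C. After lysis, Ser473-phosphorylated Akt read by HTRF (ex 330 nm, em 615/665 nm) as the 665/615 ratio.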
EPAC2 ag: activates human EPAC2 exchange factor; Q8WZA2; EPAC2 activation, biochemical qHTS; response scale: 100% = 6.5 mM cAMP response; Potency, µM (doses to about 154 µM), without a hit: at the top dose activation, most hits filed as activators; actives 0.079% (n = 360,000); AID 720711; further: potency means the concentration at half of the fitted maximal effect; nearly all actives have a fitted effect of over 50% in size
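Nucleotide exchange monitored as fluorescence drop when BODIPY-GDP leaves Rap1B. Reaction: 100 nM EPAC2, 250 nM RAP1B-BODIPY-GDP, 50 uM GDP, room temperature, kinetic read over 30 min. Activity expressed relative to 6.5 mM cAMP.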
D3 antag: D3 dopamine receptor (human) antagonism. P35462. D3R cells, DiscoveRx beta-arrestin luminescence, antagonist mode; hits give low values. max response, negative = inhibition, %. actives 2.5% (n = 360,000). AID 652054; in the data active means max response below about -50%; inconclusive means no clear call, values can overlap the other calls; further: on the % scale 0 is the no-effect control and ±100 the full control effect; mostly tested at two doses, the higher about 12 µM
Target sequence (P35462 whole entry, looked up): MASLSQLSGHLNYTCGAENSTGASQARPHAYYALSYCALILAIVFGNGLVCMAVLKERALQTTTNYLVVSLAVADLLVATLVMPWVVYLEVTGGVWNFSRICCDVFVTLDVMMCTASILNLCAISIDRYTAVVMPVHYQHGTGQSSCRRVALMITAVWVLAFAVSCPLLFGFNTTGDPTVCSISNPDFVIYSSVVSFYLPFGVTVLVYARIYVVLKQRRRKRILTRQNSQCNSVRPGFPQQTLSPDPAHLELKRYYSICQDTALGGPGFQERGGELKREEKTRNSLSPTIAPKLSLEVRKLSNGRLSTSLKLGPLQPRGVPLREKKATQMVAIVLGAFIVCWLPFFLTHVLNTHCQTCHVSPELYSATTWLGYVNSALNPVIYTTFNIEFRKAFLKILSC
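Cells expressing the human receptor were seeded at 1500 cells/well, incubated overnight at 37 degrees C in 5% CO2, then exposed to library compounds with dopamine controls for 90 minutes at 37 degrees C before luminescent detection.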
DRD3 agonist: D3 dopamine receptor (human) agonism; P35462; D3R DiscoveRx beta-arrestin cells, luminescence, 90 min; max activation, %; actives 0.58% (n = 410,000); AID 652048; in the data active means max activation above about 30%; further: 0% is about no effect; mostly tested at two doses, the higher about 12 µM
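Agonist mode: compounds and dopamine controls were applied to plated cells for 90 min at 37 degrees C after an overnight attachment at 1500 cells/well. Luminescent read-out followed 30 - 60 minutes at room temperature with DiscoveRx detection reagent.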
Starred values were filed as active, the others as inactive; i = inactive; ? = inconclusive; nt = no result given; [ ] = remark or other dose. Unless noted, the call rests on the fitted dose curve; in most records, active means well fitted curve in the direction sought with a large enough effect; inconclusive means small, poorly fitted or top-dose-only effect, or another doubt; inactive means no such curve, though single readings can be large; an effect the other way counts as inactive or inconclusive. A portion of the library (hit frequency here may not be typical).

SMILES	PTHR1 agonist	EPAC2 antag	CCT modulator	Mm-Cpn inhibitor	Akt phos inh	EPAC2 ag	D3 antag	DRD3 agonist
COc1ccccc1/C=N/Nc1nncc2ccccc12	-5%	2%	-1.8	2%	i	-1%	6	0
Cc1ccc(S(=O)(=O)Oc2ccc(/C=N/NC(=O)c3nn(C)cc3[N+](=O)[O-])cc2)cc1	-4%	-5%	-5.2	0%	i	17%	-12	8
CCOC(=O)N1CCN(C(=O)C2CCN(S(=O)(=O)c3ccc(NC(C)=O)cc3)CC2)CC1	-6%	1%	-5.3	-1%	i	-2%	4	1
CSc1cccc(NC(N)=S)c1	i	-1%	-0.6	-1%	i	4%	?	-25
O=S(=O)(c1cc(Cl)ccc1Cl)N1CCN(Cc2ccco2)CC1	-9%	8%	-0.8	0%	i	8%	13	5
CSc1ccc(COC(=O)CCS(=O)(=O)c2ccc(C)cc2)cc1	-2%	13%	0.1	-6%	i	4%	0	-11
c1ccc(NC2=NCCCCS2)cc1	i	0%	-1.9	1%	i	4%	-9	-1
CC(=O)Nc1cccc(-c2nnc(SCC(=O)n3c4c(c5ccccc53)CCCC4)n2C)c1	-21%	0%	-1.8	-2%	i	-17%	2	-4
COc1cc(/C=N/NC(=O)c2cnccn2)ccc1O	i	0%	-1.1	1%	i	7%	-1	-2
Nc1ncnc2c1ncn2[C@@H]1O[C@H](CNC(=O)[C@H](N)Cc2cscn2)[C@@H](O)[C@H]1O	13%	9%	-0.4	2%	i	1%	-84*	-2
COc1ccc(C(=O)N2CC(=O)Nc3ccc(C)cc3C2c2ccccc2)cc1 (stereo not drawn)	-11%	-10%	1.1	0%	i	10%	2	-8
CCOC(=O)c1sc(NC(=O)CSc2nnc(C)s2)c(C(=O)OCC)c1C	i	-5%[57.1 µM]	-0.4	1%	i	6%	53	-1
COc1ccc2c(c1)[nH]c1c(=O)n(CCCn3ccnc3)cnc12	-7%[57.5 µM]	3%	-6.0	-1%	i	-1%	15	2
CNS(=O)(=O)c1cccc(C(=O)NCC2CCCCC2)c1	-74%[inhibitor]	-11%	-0.4	4%	i	-4%	-5	3
Cn1c(=O)c(/C=C/c2ccccc2)nc2ccccc21	-33%[inhibitor]	4%	-2.5	0%	i	23%	-6	0
CC1(C(=O)O)CCCN1C(=O)c1ccco1 (stereo not drawn)	i	9%	0.9	nt	i	0%	?	6
Cn1c(Cn2c(=O)sc3ccccc32)nnc1SCC(=O)NCc1ccc2c(c1)OCO2	-5%	17%	0.9	2%	i	10%	-15	4
O=C(Nc1cccc2ccccc12)ON=C1CCCCC1	i	5%	-1.3	nt	i	8%	-7	3
CC1=C(C(=O)OC2CCC(C)CC2)C(c2ccc(O)c([N+](=O)[O-])c2)NC(=O)N1 (stereo not drawn)	i	-19%	1.9	0%	i	2%	0	-3
O=C(NCC1CCCO1)c1ccc(NC(=O)c2cccc(Br)c2)cc1 (stereo not drawn)	i	-2%	0.2	-1%	i	-3%	10	11
O=C(NCCC(=O)N(Cc1ccco1)Cc1cccs1)c1ccc(Br)cc1	-7%	-12%	-1.5	-1%	i	10%	-7	-4
OCCCN=c1cc(-c2ccccc2)oc2ccc(Cl)cc12	i	15%[57.1 µM]	3.6	-1%	i	-3%	-13	0
O=C(C1=C[C@H](c2coc3ccccc3c2=O)C[C@H](OCc2ccc(CO)cc2)O1)N1CCN(Cc2ccccc2)CC1	-15%	-17%	-0.3	nt	i	15%	0	-38
Cc1cc(C)n2c(SCC(=O)Nc3ccccc3C#N)nnc2n1	i	2%	-2.8	0%	i	8%	-9	8
CCC/C=N/NC(=O)c1ccc(F)cc1	i	3%	-2.4	0%	i	2%	-18	-6
COC(=O)C(Cc1ccccc1)NC(=O)CSc1nc(C)cc(=O)[nH]1 (stereo not drawn)	7%	2%	-3.0	1%	i	14%	0	-3
CCOCCCNC(=O)c1ccc(N(C)S(=O)(=O)c2ccc(OC)cc2)cc1	-8%[57.5 µM]	-5%	-2.2	1%	i	-3%	9	-14
O=C(COC(=O)Cc1ccsc1)NCc1ccc(Cl)cc1	-85%[inhibitor]	-6%	-3.6	3%	i	6%	-17	19
COc1cccc(C2CC(=O)Nc3cc(OC)c(OC)cc32)c1 (stereo not drawn)	-15%	-4%	0.8	-1%	i	-1%	-11	-1
CC(=O)/C(C#N)=C1\NC(=O)C(Cc2ccccc2Cl)S1 (stereo not drawn)	-31%[inhibitor]	-1%	1.1	3%	i	-4%	?	-6
O=C(Nc1ccc2c(c1)OCO2)c1cnn2c1NC(c1ccco1)CC2C(F)(F)F (stereo not drawn)	-17%	-7%	0.7	0%	nt	11%	-14	0
CCCCCCSc1ccc([C@@H]2[C@@H]3C(=O)N(C)C(=O)[C@@H]3[C@]3(C(=O)OC)CCCCN23)cc1	-9%	-10%	-0.1	0%	i	-12%	5	-24
CC(C)C(C)NC(=O)CN1C(=O)NC(c2ccccc2)(c2ccccc2)C1=O (stereo not drawn)	i	-6%	-2.4	-1%	i	2%	4	-4
CC(C)CCOc1ccc(C(=O)O)cc1	19%[57.5 µM]	5%	-3.8	1%	i	-14%	5	3
COc1cc(C(=O)NCC(c2ccccc2)N(C)C)ccc1OCC(=O)N1CCOCC1 (stereo not drawn)	i	-2%	-2.1	-1%	i	-3%	0	2
Cn1c(=O)c2cc(S(=O)(=O)NC(Cc3ccccc3)C(=O)NCC3CCCO3)ccc2n(C)c1=O (stereo not drawn)	-20%	8%	-0.3	-4%	i	4%	18	0
COc1ccccc1CNC(=O)CCNS(=O)(=O)c1cc(Br)cnc1N	-3%	1%	-5.0	-1%	i	6%	-7	4
CSc1n[nH]c(NCc2cccs2)n1	-14%[57.5 µM]	2%	0.2	2%	i	8%	19	-4
O=C(CS(=O)(=O)Cc1ccccc1)N1CCN(c2ccccc2F)CC1	i	-2%	-3.1	1%	i	-4%	0	-3
Cc1ccc(NC(=O)CN2C(=O)NC(C)(c3ccc4c(c3)OCO4)C2=O)cc1 (stereo not drawn)	-16%	-5%	-1.6	3%	i	-4%	-18	3
CCCC(C)NC(=O)CN1C(=O)NC2(CCc3ccccc32)C1=O (stereo not drawn)	i	6%	1.0	-3%	i	1%	4	6
CCCNC(=O)Cn1cnc2sc(C(=O)NCCN(CC)CC)c(C)c2c1=O	i	13%	-2.3	-2%	i	-11%	35	-12
O=C(Nc1ccc2c(c1)C(=O)OC2)c1ccc(F)cc1F	-20%	11%	3.9	-1%	i	4%	-10	-5
COc1cc(/C=C/C(=O)OC(C)C(=O)NC2CCCCC2C)cc(Cl)c1OC (stereo not drawn)	-2%	2%	-1.5	0%	i	0%	-4	0
O=C1COc2ccc(C(=O)COC(=O)CNC(=O)c3ccco3)cc2N1	0%	2%	1.4	2%	i	11%	-11	-4
CCOc1cccc2c1OC1(C)CC2NC(=O)N1c1cccc(F)c1 (stereo not drawn)	i	1%	2.3	0%	i	4%	-51*	5
CCCc1cc(=O)[nH]c(SCC(=O)NCCN2C(=O)CSC2=O)n1	i	3%	-2.8	-4%	i	5%	-22	0
CCOC(=O)[C@H]1[C@H]2COc3ccc(OC)cc3[C@@H]2N2C(=O)c3cc(OC)ccc3NC(=O)[C@@]12C	-22%	9%	-3.0	3%	i	5%	0	5
CC1=CC=CC2=NC(=O)CC(C)(C(=O)N(CC(=O)NC3CCCC3)Cc3ccc(Cl)cc3)N12 (stereo not drawn)	8%	-9%	-0.1	0%	i	9%	-30	-3
CC1(C)CC(=O)C(C=NCCN2CCN(C(=S)Nc3ccccc3)CC2)=C(O)C1	i	12%	3.1	0%	i	0%	-20	1
c1ccc(COc2ncnc3c2ncn3CCCNCC(c2ccccc2)c2ccccc2)cc1	-27%	-3%	-0.6	nt	i	20%	-86*	-13
Cc1nc(CNS(=O)(=O)c2cc([N+](=O)[O-])ccc2C)cs1	2%	-5%	-0.1	3%	i	-5%	-1	-10
CC[C@@]12C(=O)N(c3cccc(F)c3)C(=O)N1[C@H](c1ccc(OC)cc1)[C@@H]1C(=O)N(C(C)(C)C)C(=O)[C@@H]12	i	-27%	-2.9	?	i	8%	-3	3
CCC1CCCCN1C(=O)CSc1nnc2nc(C)cc(C)n12 (stereo not drawn)	-19%	-6%	-40*	-1%	i	0%	-23	-2
CC(C)OC(=O)c1cccnc1N1CCN(c2ccc(F)cc2)CC1	-16%	-7%	-1.3	1%	i	14%	?	0
Cc1ccc(C(=O)c2ccc(O)cc2)cc1C	-15%[57.5 µM]	-5%	-2.7	1%	i	11%	?	-2
C=C1C(O)[C@@H]2O[C@]3(CC[C@H](/C=C/C(C)[C@@H]4CC(C)=CC5(O[C@H](C[C@@](C)(O)CO)CCC5O)O4)O3)CC[C@H]2O[C@@H]1C(O)CC(C)[C@H]1OC2(CCCCO2)CCC1C (stereo partly drawn)	i	-1%	2.4	-1%	i	-1%	-78*	-29
NC(=S)N/N=C/c1ccccc1O	i	5%	0.7	0%	i	6%	2	1
COc1ccc(OCCC(=O)OCc2c(C)noc2C)cc1	-19%[57.5 µM]	-3%	-2.3	1%	i	4%	12	-5
CC1CCC(NC(=O)c2cc(S(=O)(=O)N3CCCCC3)c[nH]2)CC1 (stereo not drawn)	-32%[inhibitor]	6%	-2.2	2%	i	14%	2	1

Of the compounds above, two contain a cyano group.
SMILES	PTHR1 agonist	EPAC2 antag	CCT modulator	Mm-Cpn inhibitor	Akt phos inh	EPAC2 ag	D3 antag	DRD3 agonist
Cc1cc(C)n2c(SCC(=O)Nc3ccccc3C#N)nnc2n1	i	2%	-2.8	0%	i	8%	-9	8
CC(=O)/C(C#N)=C1\NC(=O)C(Cc2ccccc2Cl)S1 (stereo not drawn)	-31%[inhibitor]	-1%	1.1	3%	i	-4%	?	-6

As entered above:
Result of CC1CCC(NC(=O)c2cc(S(=O)(=O)N3CCCCC3)c[nH]2)CC1 (stereo not drawn) in EPAC2 ag: 14%
Result of Cc1ccc(C(=O)c2ccc(O)cc2)cc1C in CCT modulator: -2.7

Screening data (PubChem BioAssay)
